Screening results as filed in PubChem.
TbHK1 inh = T. brucei hexokinase 1 inhibition; recombinant TbHK1, G6PDH-coupled NADH A340; inhibition, % at 10 µM; 220,000 compounds, 0.11% hits; AID 1430;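 active = inhibition of 50% or more in the single-dose primary screen; inactive = inhibition below 50%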
CHOP inhibitor = CHOP inhibition in unfolded protein response | 220,000 compounds, 3.8% hits | inhibition, % at 10 µM | CHO-K1 CHOP-promoter luciferase, tunicamycin-induced, 15-18 h | AID 2732;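 active = compounds that reduced the stress-induced luciferase reporter signal by more than about 70% of percent inhibition, limit read from the data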;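 note: 0% = tunicamycin plus vehicle and 100% = wells without tunicamycin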
Wee1 degr inh = human Wee1 degradation inhibition, primary screen. P30291. HeLa Luc-Wee1K328M stability, luciferase luminescence; 100% = proteasome inhibitor MG132 effect. reporter increase, % at 5 µM. 220,000 compounds, 1.2% hits. AID 1321;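 active = activation above the mean of all tested compounds plus 3 SD, set per screening run, cut at about 8.8% in these data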;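 note: cells exposed to compound for 20 h before luminescence read; 0% = DMSO alone and 100% = MG132 at 30 µM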
PPC-1+TRAIL kill = PPC-1 cancer cell killing with TRAIL present; 220,000 compounds, 0.41% hits; AID 1443; PPC-1 cells + TRAIL, ATPLite viability luminescence; cell killing (% activity), % at 4 µM;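 active = cell killing above 50% in the first pass at 4 µM, then a duplicate retest at 5 µM averaging 50% or more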;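 note: plate controls were cells with TRAIL plus DMSO for no effect and medium-only wells lacking cells for full effect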
zVAD death inh = L929 zVAD cell death inhibition; L929 zVAD necroptosis rescue, ATP luminescence, 24 h; with zVAD 60 µM; viability rescue, % at 10 µM; 220,000 compounds, 0.38% hits;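 active = activation, scaled between plate controls, above about 75%, limit read from the data; inactive = activation under that limit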;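 note: 0% = zVAD with DMSO and 100% = DMSO alone without zVAD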
FXIIa inh 1536 = inhibitors of human coagulation factor XIIa; P00748; purified FXIIa, Boc-QGR-AMC fluorogenic substrate, 2 h; inhibition, % at 5 µM; 220,000 compounds, 0.3% hits; AID 800; in the data active = inhibition above about 40%;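 note: 0% = enzyme with no compound and 100% = blank without enzyme; many of its hits are not listed in these tables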
Target sequence (P00748 20-372 limits assumed): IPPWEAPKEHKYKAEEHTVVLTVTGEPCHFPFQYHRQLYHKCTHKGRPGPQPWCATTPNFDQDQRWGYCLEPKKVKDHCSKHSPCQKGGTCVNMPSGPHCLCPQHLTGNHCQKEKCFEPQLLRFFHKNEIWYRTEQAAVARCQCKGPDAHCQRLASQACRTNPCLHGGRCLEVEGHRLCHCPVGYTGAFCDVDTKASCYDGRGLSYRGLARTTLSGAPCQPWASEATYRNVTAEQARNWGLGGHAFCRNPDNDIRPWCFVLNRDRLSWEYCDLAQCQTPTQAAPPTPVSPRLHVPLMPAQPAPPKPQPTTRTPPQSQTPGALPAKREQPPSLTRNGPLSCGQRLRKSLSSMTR
Target sequence (P00748 373-615 limits assumed): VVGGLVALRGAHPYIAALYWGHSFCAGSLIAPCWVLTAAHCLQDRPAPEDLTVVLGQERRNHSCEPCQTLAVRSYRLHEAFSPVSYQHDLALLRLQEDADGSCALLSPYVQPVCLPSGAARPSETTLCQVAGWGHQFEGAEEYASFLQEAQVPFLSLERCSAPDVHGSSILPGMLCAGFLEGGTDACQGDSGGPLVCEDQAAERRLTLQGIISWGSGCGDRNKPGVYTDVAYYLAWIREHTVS
PGE2 EP2 inh = EP2 receptor (human) inhibition; inhibition, % at 25 µM; C6 glioma cells expressing human EP2, cAMP TR-FRET; cells stimulated with saturating PGE2; 260,000 compounds, 0.52% hits; P43116;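 active = percent inhibition above 40 after rounding to a whole number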;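 note: rat C6 glioma host cells with rolipram phosphodiesterase inhibitor present; the protocol text gives 20 µM as final concentration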
Target sequence (P43116 whole entry, looked up): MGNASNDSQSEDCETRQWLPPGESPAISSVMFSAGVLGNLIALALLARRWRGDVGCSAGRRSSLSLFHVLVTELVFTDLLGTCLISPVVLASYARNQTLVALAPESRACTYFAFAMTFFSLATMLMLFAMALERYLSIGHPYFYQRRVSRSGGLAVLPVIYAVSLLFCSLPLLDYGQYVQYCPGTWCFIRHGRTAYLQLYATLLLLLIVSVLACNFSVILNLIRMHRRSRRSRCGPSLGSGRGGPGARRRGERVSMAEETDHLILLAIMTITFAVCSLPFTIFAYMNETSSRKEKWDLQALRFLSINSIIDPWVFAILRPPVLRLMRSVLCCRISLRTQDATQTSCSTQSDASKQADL
TNF necrop inh = blocks TNF-alpha induced death of Jurkat FADD-/- cells; Jurkat FADD-/- TNF necroptosis rescue, ATP luminescence, 24 h; 0 = TNF only, 100 = no-TNF cells; activation (protection from cell death), % at 10 µM; 220,000 compounds, 0.068% hits;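 active = activation, meaning protection from cell death, of at least 50% relative to plate controls; inactive = activation below 50%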;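 note: necroptosis triggered by 40 ng/mL TNF-alpha added together with compound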
FXIa inh 1536 = blocks human coagulation factor XIa protease activity. purified FXIa, Boc-Glu-Ala-Arg-AMC fluorogenic substrate. inhibition, % at 5 µM. 220,000 compounds, 0.14% hits;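 active = inhibition of at least 40%; inactive = inhibition below 40%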;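 note: fluorescence of freed AMC excited at 355 nm; 0% = enzyme without compound and 100% = no enzyme blank; many of its hits are not listed in these tables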
Active calls of the source: *; · = no result given; & = joins results of further samples. A portion of the library; count on the stated rates, not on these rows.

Fields: TbHK1 inh, CHOP inhibitor, zVAD death inh, PPC-1+TRAIL kill, TNF necrop inh, FXIa inh 1536, PGE2 EP2 inh, FXIIa inh 1536, Wee1 degr inh
> COc1ccc(-c2ccc(-c3noc(-c4cccs4)n3)c(OC)n2)cc1
    -37, -27, 0.6, 7, -0.2, -2, 8, 1, 2
> CCC(=O)Nc1cccc(NC(=S)NC(=O)c2ccc(Cl)cc2Cl)c1
    24, 36, 0.7, -27, 0.2, 5, 7, 10, 0
> CCC(Sc1nc(C)cc(C)n1)C(=O)Nc1ccc(Cl)cn1 (stereo not given)
    -1, 2, ·, 28, 0.7, 6, 6, 19, -2
> Cc1[nH]n2c(=O)cc(C(C)C)nc2c1-c1ccccc1
    -4, 29, 1.1, 6, 0.4, -5, ·, 3, -1
> CCCNC(=O)NC(=O)CSc1ncc(C(F)(F)F)cc1Cl
    6, 7, -0.3, 20, -1.1, -4, 7, 3, 2
> COc1ccc(S(=O)(=O)NNC(=O)c2cc3ccccc3o2)cc1
    -3, 6, 1.5, 1, 2.6, 7, 2, 7, 2
> COC(=O)C(Cc1ccccc1)P(=O)(c1ccccc1)c1ccccc1 (stereo not given)
    -4, -16, 0.6, 18, 2.3, 13, 8, -1, -1
> COc1ccc(NC(=O)Cn2c(=O)sc3ccccc32)c(OC)c1
    -11, -21, 0.4, 12, 0.3, 4, 6, 11, 0
> Cc1ccc(Cl)cc1NC(=O)CC1NCCNC1=O (stereo not given)
    -2, -3, -0.2, -6, 1.4, 3, 17, 9, 3
> Cc1cccc(NC(=O)CSc2cc(C)c(C#N)c3nc4ccccc4n23)c1
    -6, -99, 7.1, 13, -16, 1, 0, 10, -1
> O=C(NC1CC2CCCC(C1)N2S(=O)(=O)c1ccccc1)c1ccco1 (stereo not given)
    1, -8, -0.2, 18, -0.8, 2, 11, 9, 0
> O=C(COC(=O)c1c2ccccc2cc2ccccc12)Nc1ncc(C(F)(F)F)cc1Cl
    -15, 59, -0.2, 12, 0.7, 15, 7, 0, 3
> Cc1nc2c(C(=O)NCc3ccc4c(c3)OCO4)cnn2c(C)c1Cc1ccc(F)cc1Cl
    8, 29, 0.3, 12, -5.1, 6, 5, -2, 2
> CCOc1ccccc1N1C(=O)c2ccc(C(=O)Nc3cccnc3)cc2C1=O
    1, -12, 0.3, -2, 0.6, 19, 16, 28, -3
> CCOC(=O)N1CCC(NC(=O)CCC(=O)N2CC(C)Oc3ccccc32)CC1 (stereo not given)
    -3, 13, -0.1, 2, 0.5, 1, ·, -11, -1
> Cc1cccc2sc(NC(=O)CSc3nc4ccccc4o3)nc12
    -7, 68, -0.5, 24, 1.0, 7, 14, 7, -1
> C/C(N)=C(/C#N)C(=O)CSc1nnc(Nc2cccc(C)c2)s1
    -1, -11, 0.0, 7, 0.7, 10, 9, 18, -1
> Cc1ccccc1NC(=O)COc1nsnc1N1CCOCC1
    -8, 9, -0.3, 2, -1.0, 4, 13, 13, 0
> COc1ccccc1NC(=S)NCCc1ccccc1
    3, 26, -0.2, 10, -2.7, 13, 13, 13, -2
> O=C(c1ccccc1)N1CCN(c2ccc([N+](=O)[O-])cc2-n2cccc2)CC1
    -12, 28, -0.8, 12, 1.9, 1, 2, 6, -2
> COCCSc1nnc(NS(=O)(=O)c2ccc(C)cc2)s1
    -2, 16, 2.5, 4, 0.8, -2, 7&4, 4, -2
> O=C(NCCN1CCOCC1)c1ccc2c(c1)N(Cc1ccccc1F)C(=O)CS2
    1, 5, -0.4, -12, -1.4, -4, ·, 2, -1
> Cc1c(C#N)c(NC(=O)CCl)n(Cc2cccs2)c1C
    0, 53, 4.9, -10, -11, -4, 3, 5, -1
> Cc1ccc(NC(=O)C2(N3CCC3=O)CCCCC2)cc1
    1, 21, 7.9, 8, 0.3, -2, 5, 9, 3
> O=S(=O)(Cc1ccccc1)N1CCN(C/C=C/c2ccccc2)CC1
    2, 27, 0.1, 34, 1.2, -7, 12, -4, 2
> CN(C)c1nc2ncn(Cc3ccccc3)c2c(=O)[nH]1
    -1, 11, 0.3, 19, 5.3, 0, 11, 9, -2
> CC1CCc2c(sc3ncn(Cc4ccc(C(=O)O)cc4)c(=O)c23)C1 (stereo not given)
    6, -26, 0.6, 7, 1.8, 7, 0, 11, 1
> O=C(O)c1cccc(NC(=S)NC(NC(=O)c2ccccc2[N+](=O)[O-])C(Cl)(Cl)Cl)c1 (stereo not given)
    31, 8, 3.0, 9, -0.1, -8, 4, -6, -1
> Cc1cc(Cl)c(S(=O)(=O)Nc2ccc(S(=O)(=O)N3CCOCC3)cc2)cc1OCC(N)=O
    -16, 24, -0.5, 7, 0.0, -1, 2, 3, 0
> Cc1nn(-c2ccccc2)c2sc(C(=O)NC3CCCCC3)cc12
    -6, 43, 6.3, 27, -0.9, -3, 10, 5, -1
> Cc1onc(-c2ccccc2)c1C(=O)Nc1ccc(OC(C)C)cc1
    -3, 8, 2.1, ·, 2.7, 8, 10, 8, 0
> O=c1[nH]c2cc(Cl)cc(Cl)c2[nH]c1=O
    -15, -10, 0.7, -3, -3.3, 0, 11&17, 2, 2
> CCOCCCNC(=O)C(c1ccc(OC)cc1)N(Cc1ccc2c(c1)OCO2)C(=O)c1ccccc1O (stereo not given)
    6, -1, -0.5, 28, 1.0, -3, 3, 4, 1
> COc1cccc(NC(=O)CSc2ccc3nnc(-c4ccncc4)n3n2)c1
    -5, 13, -0.1, -9, -0.9, -5, 11, 6, 0
> Cc1ccc(-c2c(C#N)c(N)nc3c2CCCCCC3)o1
    -6, 62, 6.0, 6, 3.4, 4, 7, 15, 0
> Cc1ccc(S(=O)(=O)N2CCN(C(=O)CSC3CCCC3)CC2)c(C)c1
    0, 14, -0.1, -2, 0.0, 0, 3, 0, -3
> Cc1ccc(S(=O)(=O)N2CCC(C(=O)N[C@@H](C)C(=O)NCCc3ccccc3)CC2)cc1
    ·, 10, ·, 22, ·, 7, ·, 15, ·
> COc1ccc(NC(=S)c2ccccc2)cc1
    -15, -2, 0.1, 23, 0.1, 3, 5, 11, 1
> C=CCn1cnc2scc(-c3ccccc3)c2c1=O
    -5, 28, 0.1, 0, 28, -9, 10, 2, 6
> COc1ccc(C(=O)/C=C2\NCC3c4ccccc4CCN3C2=O)cc1 (stereo not given)
    -7, 26, 0.3, 28, -0.9, 5, 5, 17, 0
> CC1CC(C)CN(C(=O)Cn2c(SCC(=O)N3CCc4ccccc4C3)nc3ccccc32)C1 (stereo not given)
    5, 11, -0.5, 6, -0.2, 7, 12, 14, 1
> COC(=O)c1ccc(Cl)c(NC(=O)NC2CCCCC2)c1
    38, 27, 0.0, -2, 2.0, 5, 20, 12, 0
> COc1ccc(CCC(=O)N2CCc3ccccc32)cc1
    38, -19, -0.9, 26, -0.6, -9, 10, 1, 4
> Cc1ccc(-c2nnc(N3CC(C)OC(C)C3)c3ccccc23)cc1 (stereo not given)
    -7, 10, 0.3, 22, -0.1, -6, 2, 6, -4
> CN(NC(=O)c1ccco1)c1nc2ccccc2nc1C(F)(F)F
    -10, 13, 2.6, 4, 0.3, -3, 4, 4, 5
> COc1ccc(/C=C2\SC(N3CCc4ccccc4C3)=NC2=O)cc1OC
    -20, 11, 0.1, 17, 2.1, 6, 8, 4, 0
> CN(Cc1nc2ccccc2n1C)S(=O)(=O)c1ccc(F)cc1
    3, 43, -0.5, -7, -3.2, 3, 12, 17, 4
> COc1ccc(NC(=O)CC2C(=O)N(C)C(=S)N2Cc2ccco2)cc1 (stereo not given)
    6, 9, 1.2, 12, 1.7, -2, 8, 15, 0
> O=C(Cn1c(=O)c2c(ncn2C2CCCC2)n(Cc2ccccc2)c1=O)N1CCc2ccccc21
    2, 41, -0.3, 18, -10, -4, 2, 3, 4
> COC(=O)C1=C(C(=O)OC)[C@@H]2N(Cc3ccccc3)c3ccccc3[C@@]23C[C@@H](CO)N(C(=O)NC2CCCC2)C3=N1
    -20, -21, 0.7, 4, 3.2, -2, 18, 5, ·
> N=C1C(c2nc(-c3cccc([N+](=O)[O-])c3)cs2)=C(O)CN1NC(=O)c1ccco1
    -1, 18, 0.4, 6, 0.7, -3, 13, ·, -2
> CC(=O)c1sc(NC(=O)C(C)C)nc1C
    -7, 23, -0.1, -4, 0.1, -2, 31&29, 1, 2
> Cc1cccc2cc3c(N)c(C#N)sc3nc12
    -1, 99*, 1.1, 10, -13, -3, 21, 10, -2
> CCCN(CCC)C(C(=O)Nc1cccc(OC)c1)c1ccccc1 (stereo not given)
    3, 48, 2.5, -26, 2.3, 1, 2, 14, 1
> O=C(/C=C/c1ccc([N+](=O)[O-])cc1)N1CCN(c2ccccc2F)CC1
    3, -7, -0.1, 8, 1.4, -2, 10, 6, -2
> NC(=S)N/N=C/c1ccc2ccccc2c1
    -6, 4, 0.8, 10, -3.6, -1, 22, 10, -1
> CC(=O)NC(Cc1cccc(C)c1)C(=O)NC1CCN(C(=O)c2ccc([N+](=O)[O-])cc2)CC1 (stereo not given)
    -6, 15, 0.2, -3, 1.2, -2, 6, 11, 3
> CN(c1ccccc1)c1nc(N)c(C#N)c(CC#N)c1C#N
    -33, 11, 0.1, -4, -1.0, 0, 11, 7, 1
> CC1=C(C(=O)N2CCOCC2)C(c2c(C)cc(C)cc2C)NC(=S)N1 (stereo not given)
    1, -5, 0.5, 10, 0.6, 4, 2, 11, 4
> CC(C)Cn1c2c(c(O)c(C(=O)Nc3nc4ccccc4s3)c1=O)CCCC2
    -32, 8, -0.2, 3, 2.6, -4, 4, 0, 3

Brought forward from above: 2 entries; new compounds follow.
Fields: TbHK1 inh, CHOP inhibitor, zVAD death inh, PPC-1+TRAIL kill, TNF necrop inh, FXIa inh 1536, PGE2 EP2 inh, FXIIa inh 1536, Wee1 degr inh
> CC1=C(C(=O)N2CCOCC2)C(c2c(C)cc(C)cc2C)NC(=S)N1 (stereo not given)
    1, -5, 0.5, 10, 0.6, 4, 2, 11, 4
> CC(C)Cn1c2c(c(O)c(C(=O)Nc3nc4ccccc4s3)c1=O)CCCC2
    -32, 8, -0.2, 3, 2.6, -4, 4, 0, 3
> c1ccc(-c2nc(N3CCCCCC3)c3ccccc3n2)nc1
    -19, ·, 1.0, 36, -6.3, 7, 10, 13, 1
> N#C/C(=C1/CCCN1)c1ccccn1
    -17, 19, -0.4, -5, -0.6, 1, 3, -1, 2
> O=C(/C=C/c1c(Cl)nc2ccccn12)N1CCCCC1
    -23, -7, 0.2, 24, -0.5, 6, 0, 11, 3
> O=C(CC1NCCc2ccccc21)Nc1ccccc1Cl (stereo not given)
    0, -6, 0.9, 8, 0.4, 0, 5, 6, -1
